From PubChem
RSV CPE inhibition: inhibition of RSV-induced cytopathic effect – HEp-2 cells, primary 10 µM value included (AID 2391); HEp-2 cells, RSV-induced CPE inhibition; higher % means a stronger effect; one-dose CPE inhibition, % at 10 µM; IC50 in µM for titrated hits; 310,000 tested, 0.13% active; in the data active = a potency from the dose series; inconclusive = CPE inhibition mostly from about 23% at the one dose, without a potency; inactive = the rest, 99 in 100 with CPE inhibition below about 21%; also: strong numbers were not always called active
NS5 inhibitors: Dengue-2 NS5 methyltransferase inhibitors, primary screen, biochemical, confirmation dose response (AID 588689) | Dengue-2 NS5 methyltransferase capping enzyme assay, biochemical; higher % means a stronger effect | one-dose inhibition, % at 25 µM; IC50 in µM for titrated hits | 340,000 tested, 0.3% active; in the data active = a potency from the dose series; inconclusive = inhibition above about 29% without an active follow-up result
MgcRacGAP inhibition: MgcRacGAP GTPase-activating activity inhibitors, confirmation, biochemical, ADP Hunter fluorescence. MgcRacGAP-stimulated Rac1 GTP hydrolysis, ADP Hunter fluorescence; higher % means a stronger effect; GST-tagged Rac1 F28L mutant substrate. inhibition, % at 30 µM; hits with a dose series show IC50 in µM. 340,000 tested, 0.6% active;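 active = first-screen hits whose inhibition reached a set limit at any dose in the follow-up dose series; inconclusive = inhibition above the set first-screen limit but never retested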;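 also: fluorescence reports GDP produced by GAP-driven GTP hydrolysis; strong numbers were not always called active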
AID2073: disruptors of CaV2.2 binding to Mint1 – biochemical, HTRF (AID 2073); inhibition, % at 20 µM, or IC50 in µM where a hit was titrated; 290,000 tested, 0.19% active; HTRF protein-protein interaction, Mint1-CaV2.2; higher % means a stronger effect; in the data active = inhibition mostly above about 51%, no sharp cut-off; inconclusive = no clear call, values can overlap the other calls; inactive = mostly below about 53%; also: some results filed as inactive read as strong as hits
NTR1 ag: agonists of NTR1, primary screen, imaging, U2OS cells, beta-arrestin-GFP, high content (AID 493036). P30989. NTR1-U2OS beta-arrestin-GFP spot imaging, agonist mode. activation, % at 20 µM. 330,000 tested, 0.17% active;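 active = activation at or above 40% of the spot to cytoplasm intensity ratio, with at least 20 cells analyzed; inconclusive = wells under 20 cells, flagged as cytotoxic or low count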;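 also: 0% = DMSO without peptide and 100% = 100 nM NTR1 peptide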
Target sequence (P30989 whole entry, looked up): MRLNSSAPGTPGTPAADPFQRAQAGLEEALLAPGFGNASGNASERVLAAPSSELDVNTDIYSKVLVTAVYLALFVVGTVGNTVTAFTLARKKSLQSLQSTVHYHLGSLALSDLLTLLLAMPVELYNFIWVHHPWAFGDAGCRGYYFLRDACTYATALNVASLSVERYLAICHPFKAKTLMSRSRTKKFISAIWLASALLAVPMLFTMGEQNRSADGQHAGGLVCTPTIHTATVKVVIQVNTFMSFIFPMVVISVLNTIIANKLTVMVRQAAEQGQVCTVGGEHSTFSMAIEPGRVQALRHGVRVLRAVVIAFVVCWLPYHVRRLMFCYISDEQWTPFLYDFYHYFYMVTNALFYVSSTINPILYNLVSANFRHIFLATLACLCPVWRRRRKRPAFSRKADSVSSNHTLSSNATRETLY
K1F lysis inhibition: inhibition of K1F phage lysis, E. coli UTI89, bacterial capsule biogenesis inhibitors, alamar blue (AID 488966); E. coli UTI89 K1F phage lysis, alamar blue, 2 h; higher % means a stronger effect; inhibition, % at 100 µM, or IC50 in µM where a hit was titrated; 340,000 tested, 0.02% active;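 active = phage lysis inhibition, versus mean bacterial control, above a set limit; inconclusive = no clear call, values can overlap the other calls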;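 also: capsule biogenesis inhibitors block K1F phage lysis so surviving cells raise fluorescence; higher fluorescence means more inhibition of phage lysis; actives were called in the ten point dose series up to 300 µM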
West Nile virus CPE: West Nile virus antiviral activity, cell-based, CPE readout (AID 1621). West Nile virus-infected cells, CPE inhibition; higher % means a stronger effect. CPE inhibition, % at 10 µM, or IC50 in µM where a hit was titrated. 290,000 tested, 0.02% active; in the data active = a potency from the dose series; inconclusive = CPE inhibition mostly from about 3.7% at the one dose, without a potency; inactive = the rest, 99 in 100 with CPE inhibition below about 2.2%; also: strong numbers were not always called active
SV40 large T antigen: TAg ATPase/helicase activity blockers – biochemical (AID 1903) | inhibition, % at 20 µM; hits with a dose series show IC50 in µM | 310,000 tested, 0.39% active | SV40 large T antigen ATPase/helicase inhibition assay; higher % means a stronger effect; in the data active = a potency from the dose series; inconclusive = inhibition mostly from about 32% at the one dose, without a potency; inactive = the rest, 99 in 100 with inhibition below about 32%; also: strong numbers were not always called active
SIAH1 antagonists: Siah-1 peptide-binding antagonists, primary screen, biochemical, fluorescence polarization, rhodamine-plectin, uHTS (AID 1817); Siah-1 / rhodamine-plectin peptide fluorescence polarization; higher % means a stronger effect; displacement, % at 20 µM, or IC50 in µM where a hit was titrated; 290,000 tested, 0.02% active;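 active = displacement of at least 50% at 20 µM, with a fluorescence ratio check between 0.3 and a set limit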;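 also: plate controls were Siah plus tracer with DMSO for no effect and tracer alone without Siah for full effect; strong numbers were not always called active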
NTR1 ag cell count 20 µM: further read-out of NTR1 ag, marked with its call; cell count; measured here: cell count, cytotoxicity flag
NS5 inhibitors pilot replicate: recorded beside NS5 inhibitors, whose call it bears; inhibition, %; measured here: pilot screen replicate inhibition
The depositor's hits bear a star; u = inconclusive; x = not tested or not shown; [ ] = another dose, or the depositor's remark.

SMILES	RSV CPE inhibition	NS5 inhibitors	MgcRacGAP inhibition	AID2073	NTR1 ag	NTR1 ag cell count 20 µM	K1F lysis inhibition	West Nile virus CPE	SV40 large T antigen	SIAH1 antagonists	others
Cc1cccc(-n2c(N)c(C(=O)N3CCN(C)CC3)sc2=S)c1	1.2%	-1%	24%	30%	1.1	36	-0.9%	0.1%	16%	0%
CCN(CC)CC(=O)NCC1(c2ccccc2)CCCC1	1.5%	7%	5%	-1%	3.0	66	0.3%	-0.6%	35%	7%
Cc1ccccc1CNC(=O)CN(c1cccc([N+](=O)[O-])c1)S(C)(=O)=O	2.1%	-4%	-3%	-2%	4.5	53	-1.5%	-0.8%	7%	2%
Nc1nc2ccccc2cc1S(=O)(=O)c1ccccc1	4.3%	-8%	3%	44%	0.2	61	0.4%	0.8%	0%	2%
COc1cc(OC)cc(C(=O)Nc2cc(-c3cn4cccnc4n3)ccc2C)c1	3.2%	-1%	5%	24%	0.2	42	0.2%	-0.3%	8%	2%
COc1ccc(Cl)cc1-c1nc(SCC(=O)N(C)CCC#N)n[nH]1	0.0%	-3%	15%	1%	6.3	56	0.1%	x	8%	-1%
COC(=O)c1sccc1N/N=C(\C)c1ccc(F)c(Cl)c1	0.5%	-5%	3%	1%	6.6	90	0.1%	-0.5%	-1%	-1%
O=C(NCc1ccc2c(c1)OCO2)c1ccc(Cl)nc1	1.9%	5%	4%	u	1.6	43	0.4%	0.8%	8%	-2%
CCOc1ccc(CCNC(=O)CSc2cc(=O)n(C)c3ccccc23)cc1OCC	3.8%	4%	-7%	-3%	1.0	60	-0.1%[50 µM]	-0.5%	3%	5%
CN(C)S(=O)(=O)c1ccc(/C(O)=C2/C(=O)C(=O)N(Cc3cccnc3)C2c2ccncc2)cc1 (stereo unspecified)	0.2%	-7%	4%	4%	1.4	79	0.2%	-0.2%	5%	1%	NS5 inhibitors pilot replicate=-4.5
CC(C)n1cc(/C=C(\C#N)S(=O)(=O)c2ccccc2)c2ccccc21	0.3%	6%	10%	4%	1.4	84	0.0%	-0.2%	2%	-4%
O=C(O)CCCC(=O)Nc1ccc(Br)cc1	0.4%	12%	-11%	-2%	0.3	83	-0.3%	0.4%	22%	0%	NS5 inhibitors pilot replicate=3.0
O=C(Nc1cccc2c1CCCC2)c1cc([N+](=O)[O-])cc([N+](=O)[O-])c1	1.4%	4%	8%	4%	2.6	69	-0.1%	-0.7%	11%	-5%
O=C(N/N=C/c1ccc(Cl)cc1)C(=O)N1CCCCCC1	-0.1%	-13%	2%	-16%	0.1	46	0.6%	0.3%	14%	-5%
Cc1ccc(C)c(NC(=O)c2nnn(Cc3ccccc3)c2N)c1	17%	-4%	-2%	-7%	-0.2	86	0.4%	-0.6%	0%	1%
O=C(Nc1nc2ccc(S(=O)(=O)N3CCCC3)cc2s1)c1ccccn1	-1.3%	-6%	12%	22%	-0.5	51	0.0%	-2.2%	13%	23%
CCC(NC(=S)NCc1ccc(F)cc1)c1ccc(C)cc1 (stereo unspecified)	2.2%	1%	5%	5%	1.4	66	0.1%	0.0%	8%	-2%
CC(C)(C)C(=O)N1CCN(c2ccc(NC(=O)c3ccc([N+](=O)[O-])o3)cc2)CC1	-1.9%	-7%	7%	-2%	18	46	-0.5%	-1.3%	5%	-3%
CCCn1c(NC(=O)CN2C(=O)NC3(CCCCC3)C2=O)nc2ccccc21	1.4%	3%	-1%	x	2.0	53	1.5%[50 µM]	x	13%	x
Cc1ccc(S(=O)(=O)N2CCN(C(C)CC(=O)O)CC2)cc1 (stereo unspecified)	0.5%	-9%	u	8%	-1.5	40	0.2%	0.7%	4%	1%
CCCC(=O)Nc1nnc(CCN2CCCCC2)s1	-1.3%	-1%	7%	-5%	-0.3	96	0.1%	0.2%	2%	6%
CCOC(=O)c1cc(-c2ccccc2)nn1CC1CC(c2cccnc2)=NO1 (stereo unspecified)	-0.4%	-4%	12%	x	-3.5	84	1.4%	0.5%	11%	x
Cc1ccc(C(=O)Cn2c(N3CCOCC3)nc3c2c(=O)n(C)c(=O)n3C)cc1	-0.3%	1%	2%	-3%	-1.5	50	1.4%	-0.5%	15%	0%
c1ccc(CSc2nnc(-c3ccccc3)c(-c3ccccc3)n2)cc1	-0.9%	-9%	5%	x	0.2	62	-1.2%	-0.9%	-5%	x
O=C(CSc1nc2ccccc2o1)N/N=C/c1ccccc1C(=O)O	-2.3%	-4%	14%	-3%	0.9	59	0.1%	0.8%	u	-3%
CCN1CCN(C(=O)C(C)Sc2nnc3nc(C)cc(C)n23)CC1 (stereo unspecified)	0.9%	-2%	4%	x	1.7	46	0.8%[50 µM]	x	x	x
CCOc1ccc2nc(SCC(=O)NC3CC3)sc2c1	3.5%	-6%	3%	-2%	-0.3	74	1.9%[50 µM]	-1.0%	4%	-4%
CCOC(=O)c1[nH]c2ccc(OC)cc2c1NC(=O)CN1CCC2(CC1)OCCO2	4.7%	2%	5%	25%	1.6	77	0.3%	-0.3%	17%	-2%
COc1cccc(NC(=O)COc2ccccc2C(N)=O)c1	1.8%	3%	15%	-2%	3.7	48	1.1%	0.1%	14%	0%
O=c1c(C(c2ccc(O)cc2)c2c(O)nc3n(c2=O)CCS3)c(O)nc2n1CCS2	-0.9%	49µM*	29%	17%	2.8	52	-0.4%	x	30%	0%
Nn1c(-c2ccccc2Cl)nnc1-c1ccccc1Cl	0.1%	-7%	7%	19%	2.6	61	-0.3%	0.9%	8%	-4%
CN(CC(=O)Nc1ccc(F)c(F)c1F)C(=O)C1CCCO1 (stereo unspecified)	-1.3%	-1%	3%	x	-1.2	63	0.7%[50 µM]	x	1%	x
Fc1ccc(-c2cc3nc(-c4ccccc4)cc(N4CCN(CCN5CCOCC5)CC4)n3n2)cc1	x	-3%	7%	14%	x	x	0.3%	-0.4%	9%	1%
CCN1CCN(C(=O)c2cc3cc([N+](=O)[O-])ccc3oc2=O)CC1	-0.7%	-1%	7%	1%	-1.5	57	-0.3%	-0.4%	21%	7%
CCN1CCN(C(=O)C(=O)c2c(C)[nH]c3ccccc23)CC1	0.5%	-2%	1%	-10%	1.4	56	0.4%	-0.3%	7%	6%
COc1ccc(OC)c(CCNC(=O)c2ccc(CS(=O)(=O)c3ccc(Br)cc3)o2)c1	5.7%	2%	2%	6%	0.4	73	0.1%	-1.2%	14%	5%
COc1cccc(C2c3c(oc4ccccc4c3=O)C(=O)N2CCCN(C)C)c1OC (stereo unspecified)	-1.3%	-2%	11%	2%	0.1	38	0.8%	-0.1%	6%	-1%
CCN(CC)S(=O)(=O)c1cccc(C(=O)Nc2ccc(C#N)cc2)c1	1.2%	-14%	2%	-3%	-1.1	88	-0.1%	-0.1%	9%	3%	NS5 inhibitors pilot replicate=-5.9
O=C(NCc1ccncc1)C1CCN(S(=O)(=O)c2ccc(Cl)c(C(F)(F)F)c2)CC1	x	4%	8%	x	-0.4	64	0.6%[50 µM]	x	x	x
Cc1ccc(OCCSc2nc3ccccc3n2CCC(=O)O)cc1	2.4%	9%	6%	-5%	0.1	70	0.1%	0.6%	1%	-4%
CCCS(=O)(=O)N1CCCC(C(=O)NCCCN2CCCC2=O)C1 (stereo unspecified)	0.6%	-4%	6%	-8%	0.2	48	1.8%	0.0%	4%	0%
Cc1c(NC(=O)COC(=O)CCC(=O)c2ccc(Cl)cc2)c(=O)n(-c2ccccc2)n1C	1.8%	3%	5%	2%	-1.0	32	2.4%	0.3%	13%	4%
CCN1CCN(CCC(=O)Nc2ccc(F)c(F)c2)CC1	0.1%	1%	10%	-3%	2.0	59	0.2%	u	11%	6%	NS5 inhibitors pilot replicate=2.1
COc1cccc(C2c3[nH]c4ccccc4c3CCN2C(=O)c2ccccc2F)c1OC (stereo unspecified)	13%	-4%	-5%	-10%	9.5	44	-0.1%	-2.8%	-2%	-1%	NS5 inhibitors pilot replicate=-6.7
COc1ccccc1CNC(=O)c1nn(C)c2c1CS(=O)(=O)c1ccccc1-2	3.2%	-5%	10%	3%	0.5	37	0.1%	1.7%	20%	2%
CC(C)CCOCc1nc2sc3c(c2c(=O)[nH]1)CCC(C)C3 (stereo unspecified)	2.3%	-2%	4%	19%	1.0	53	8.0%	-0.3%	2%	-3%
CC1CCCC1/C(=N/O)c1ccccc1 (stereo unspecified)	1.5%	-3%	3%	4%	2.7	81	0.1%	0.8%	4%	-3%
CC1CCC2(CC1)NC(=O)N(CC(=O)N1CCN(S(=O)(=O)c3ccccc3)CC1)C2=O (stereo unspecified)	-0.5%	-2%	4%	2%	-0.2	45	-0.5%	0.0%	10%	2%
O=C(CCS(=O)(=O)Cc1ccccc1)N1CCN(c2ccc([N+](=O)[O-])cc2)CC1	4.9%	-2%	8%	-6%	7.1	66	0.3%	-0.7%	11%	3%
O=C(Nc1ccc(Br)cc1)N1CCc2ccccc2C1	21%	-4%	-1%	1%	-0.2	70	-1.1%[50 µM]	-0.7%	18%	-1%
COc1ccc(Cl)cc1NS(=O)(=O)c1cccc(C(=O)NCC(c2ccco2)N(C)C)c1 (stereo unspecified)	0.0%	6%	9%	9%	-0.1	58	0.5%[50 µM]	-1.0%	4%	-5%
CCCCNC(=O)c1cc2n(n1)C(C(F)(F)F)CC(c1ccccc1)N2 (stereo unspecified)	-0.5%	-5%	1%	4%	1.9	61	-0.4%	-0.8%	0%	1%
Cc1cc(N2C(=O)C(O)=C(C(=O)c3cc4ccccc4o3)C2c2ccc(Br)cc2)no1 (stereo unspecified)	-1.8%	-20%	6%	18%	-0.6	36	-0.1%	0.5%	1%	-5%
COC(=O)c1ccccc1NC(=O)Nc1ccc(Br)cn1	2.5%	-5%	2%	0%	-0.5	32	0.1%	-0.2%	5%	-3%
CCOC(=O)C1=C(c2ccccc2)NC(=S)NC1C (stereo unspecified)	-0.7%	-10%	12%	-35%	-0.8	53	1.8%	x	9%	-2%
CN1CCN(c2ccc(Cl)cc2NC(=O)CN2C(=O)NC(C)(c3ccccc3)C2=O)CC1 (stereo unspecified)	-2.1%	-4%	2%	x	1.0	49	1.5%[50 µM]	x	7%	x
